Source: PubChem (National Center for Advancing Translational Sciences (NCATS))
12-LOX inh = ALOX12 (human) lipoxygenase inhibition; Potency, µM (series often up to 108 µM), without a hit: at the highest dose activity change, negative = inhibition, most hits filed as inhibitors; P18054; AID 1671190; actives 1.1% (n = 580,000); purified 12hLO, xylenol orange hydroperoxide absorbance; also: potency is read from the fitted curve at half-maximal effect; % is scaled to controls: 0 for no effect and ±100 for the full control effect
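Purified human 12hLO (150 nM final) in 25 mM Hepes, 0.01% Triton X-100, pH 7.0 was preincubated 15 min at room temperature with compound. Then 40 uM arachidonic acid was added, 30 min. Hydroperoxide was read by Fe-XO absorbance ratio 573/405 nm.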
GLS inhibitor = inhibitors of human glutaminase (GLS); O94925; GLS enzymatic activity, qHTS titration; Potency, µM (top dose mostly 45.5 µM), without a hit: at the highest dose activity change, negative = inhibition, hits mostly inhibitors; actives 0.21% (n = 410,000); also: potency is read from the fitted curve at half-maximal effect; % is scaled to controls: 0 for no effect and ±100 for the full control effect
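Read-out is an Amplex red fluorescence increase coupled through glutamate oxidase and HRP, measured before and after 30 min room-temperature incubation. hKGA is in 45 mM KH2PO4 (pH 8.2) with 0.02% Tween-20; glutamine added as 1mM solution.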
ERG-DNA inh = inhibitors of human ERG Ets domain-DNA interaction | AID 624246 | fluorescence polarization, His-ERG Ets domain / labelled DNA | actives 0.028% (n = 370,000) | Potency, µM (doses to about 76.9 µM), without a hit: at the top dose FP activity, negative = inhibition, most hits filed as inhibitors | P11308; active = well fitted inhibition curve with a large enough effect in the polarisation, with a control signal flat; inconclusive = small, poorly fitted or top-dose-only effect, or effect the other way, or a change in a side signal; inactive = no such curve, though single readings can be large or run the other way; the % refers to the polarisation;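 also: polarization taken with two DNA probes labelled with fluorescein and Texas red; potency is read from the fitted curve at half-maximal effect; % of control where 0% means no effect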
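His-tagged ERG Ets domain (1 uM in the protein solution; 300mM KCl, 50mM Tris-HCl, 1mM EDTA, 1mM DTT, pH 7.5) received compound, then a probe mix of 5 nM fluorescein-DNA and 100nM Texas-615-DNA. Fluorescence polarization was read for both dyes.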
HP1b chromo inh = blocks HP1-beta chromodomain binding to methylated histone tails. P83916. AID 540317. actives 0.56% (n = 390,000). AlphaScreen HP1-beta / biotin-H3K9me3 peptide binding. Potency, µM (top dose mostly 114 µM), for inactives: at the top dose activity change, negative = inhibition, actives largely listed as inhibitors; also: potency is read from the fitted curve at half-maximal effect; nearly all actives have a fitted effect of over 70% in size; inactives centre near 23
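AlphaScreen: HP1-beta (50 nM) preformed 30 min with biotin-H3(1-18)K9me3 peptide (50 nM) in PBS pH 7.4, 0.01% Tween-20. Compound added for 30 min at RT, then streptavidin donor/nickel chelate acceptor beads (10 ug/mL) for 30 min.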
BAZ2B block = BAZ2B (human) inhibition | AlphaScreen BAZ2B-H3K14Ac peptide displacement | Potency, µM (doses to about 114 µM), for the others: at the highest dose activity change, negative = inhibition, most hits filed as inhibitors | Q9UIF8 | actives 4.4% (n = 360,000) | AID 504333; also: potency is read from the fitted curve at half-maximal effect; % is scaled to controls: 0 for no effect and ±100 for the full control effect; nearly all actives have a fitted effect of over 60% in size
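Complex of BAZ2B and biotin-H3K14Ac (50 nM apiece) forms over 30 min at RT, then faces library compounds up to 110 uM for another 30 min; AlphaScreen beads added, 20 min dark incubation, luminescence read.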
JMJD2A Tudor = JMJD2A Tudor domain (human) inhibition. Potency, µM (top dose mostly 114 µM), inactives show at the top dose activity change, negative = inhibition, actives largely listed as inhibitors. O75164. actives 4.4% (n = 390,000). AlphaScreen JMJD2A-Tudor / H3K4me3 peptide binding; also: potency is read from the fitted curve at half-maximal effect; % is scaled to controls: 0 for no effect and ±100 for the full control effect; nearly all actives have a fitted effect of over 50% in size
Target sequence (O75164 whole entry, looked up, the tested form may be a part): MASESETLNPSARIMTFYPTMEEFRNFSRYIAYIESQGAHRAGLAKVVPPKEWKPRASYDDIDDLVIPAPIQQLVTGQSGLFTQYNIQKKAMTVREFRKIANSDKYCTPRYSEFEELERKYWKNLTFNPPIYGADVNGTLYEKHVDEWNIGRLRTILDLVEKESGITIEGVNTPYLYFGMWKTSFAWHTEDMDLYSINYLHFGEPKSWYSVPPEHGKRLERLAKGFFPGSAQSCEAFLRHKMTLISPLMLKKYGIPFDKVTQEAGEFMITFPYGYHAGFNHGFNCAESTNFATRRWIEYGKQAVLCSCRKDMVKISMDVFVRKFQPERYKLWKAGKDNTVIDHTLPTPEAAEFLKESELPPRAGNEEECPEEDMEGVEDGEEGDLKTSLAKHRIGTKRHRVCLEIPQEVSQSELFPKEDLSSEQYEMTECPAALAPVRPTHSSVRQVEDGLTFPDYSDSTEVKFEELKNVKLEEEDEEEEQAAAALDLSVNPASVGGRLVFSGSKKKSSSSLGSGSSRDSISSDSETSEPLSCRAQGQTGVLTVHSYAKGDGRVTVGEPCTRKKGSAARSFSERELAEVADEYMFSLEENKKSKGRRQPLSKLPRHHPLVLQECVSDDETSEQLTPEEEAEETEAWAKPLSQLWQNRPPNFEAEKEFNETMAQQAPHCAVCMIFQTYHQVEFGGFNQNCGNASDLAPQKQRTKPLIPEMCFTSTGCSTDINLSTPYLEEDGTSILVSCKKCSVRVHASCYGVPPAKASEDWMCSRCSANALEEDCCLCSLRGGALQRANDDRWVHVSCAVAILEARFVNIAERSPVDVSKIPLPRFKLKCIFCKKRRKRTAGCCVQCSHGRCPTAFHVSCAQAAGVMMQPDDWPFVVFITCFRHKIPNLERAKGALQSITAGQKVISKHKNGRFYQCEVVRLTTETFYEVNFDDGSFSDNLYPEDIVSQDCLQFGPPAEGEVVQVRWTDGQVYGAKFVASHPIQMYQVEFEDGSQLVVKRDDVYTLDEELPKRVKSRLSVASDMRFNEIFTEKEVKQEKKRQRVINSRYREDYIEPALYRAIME
G9a inh = inhibitors of human histone lysine methyltransferase G9a. Q96KQ7. G9a H3K9 monomethylation, AlphaScreen, 2 h. Potency, µM (doses to about 102 µM), inactives show at the highest dose activity, negative = inhibition, usual class: inhibitors. actives 8.8% (n = 350,000). AID 504332; also: potency is read from the fitted curve at half-maximal effect; % is scaled to controls: 0 for no effect and ±100 for the full control effect; nearly all actives have a fitted effect of over 75% in size
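Methyltransferase reactions run at room temperature for 2 h (20 nM enzyme, 500 nM biotin-H3K9 peptide, 20 uM SAM) after a 15 min compound preincubation; product detected by AlphaScreen beads and anti-H3K9me1 antibody.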
RGS4 inh = human RGS4 inhibition | actives 0.039% (n = 390,000) | Transcreener GDP fluorescence polarization, RGS4-accelerated GTP hydrolysis | Potency, µM (series often up to 114 µM), without a hit: at the top dose activity change, negative = inhibition, hits mostly inhibitors | P49798; also: potency is read from the fitted curve at half-maximal effect; % is scaled to controls: 0 for no effect and ±100 for the full control effect; nearly all actives have a fitted effect of over 75% in size; some results filed as inactive show a strong effect at the top dose
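MLSMR compounds (23 nl, pin-transferred) preincubated 10 min at room temperature with a 500nM (2x) first reagent, then RGS4 at 900nM (2x) plus Transcreener GDP mix added; fluorescence polarization (620/688 nm) read before and after 90 min at 30 °C.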
PI4K2A block = blocks human PI4K2A kinase activity; AID 1346378; actives 0.13% (n = 420,000); Q9BTU6; activity change, negative = inhibition, % at 76.9 µM; purified PI4K2A, ADP-Glo luminescence, 1 h; stronger effect = lower value; in the data active = activity change below about -50%; inconclusive = mostly about -30% to -49%;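 also: -100% = wells without enzyme as full effect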
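ADP-Glo luminescence measured ADP generated by PI4K2A enzyme (4 ug/mL before mixing) with 1.2 mM PI substrate (pre-mix) and 300 microM ATP (pre-mix). Tris pH7.5 buffer with MgCl2, Triton X-100; 1 h reaction at ambient temperature.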
Active calls of the source: *; u = inconclusive; x = not tested or not shown; & = joins results of further samples; [ ] = remark or other dose. Unless noted, calls follow the shape of the dose curve; as a rule, active = well fitted curve in the direction sought with a large enough effect; inconclusive = small, poorly fitted or top-dose-only effect, or another doubt; inactive = no such curve, though single readings can be large; an effect the other way counts as inactive or inconclusive.

12-LOX inh | mol | GLS inhibitor | ERG-DNA inh | HP1b chromo inh | BAZ2B block | JMJD2A Tudor | G9a inh | RGS4 inh | PI4K2A block
u | COC(=O)c1ccc(NC(=S)NCCc2cccc(C)c2)cc1 | 8% | -5% | 35%[activator] | -2% | 5% | 3% | -43% | 10
-5% | Cc1cc(Br)cc2c(C(=O)NCC3CCCO3)cc(-c3cccs3)nc12 (stereo not drawn) | 7% | 13% | 4% | 0% | -15% | x | 11% | 4
-15% | COc1ccc(C2=C/C(=C\c3ccccc3OC(C)=O)C(=O)O2)cc1 | -3% | 1% | 27% | -4% | 18% | x | -39% | 3
u | Cc1cc(C)nc(SCc2cc(=O)c(OC(=O)c3ccc(Cl)c([N+](=O)[O-])c3)co2)n1 | 8% | x | 10% | u | -32% | u | -40% | 0
u | CC(=O)Nc1ccc(C2=CC(=O)C[C@H](c3ccc4c(c3)OCO4)C2)cc1 | 10% | 9% | -1% | 1% | -29% | 25%[0.501 µM] | -23% | 1
-3% | O=S(=O)(c1ccc(Br)cc1)N1CCOC12CCCCC2 | -12% | 12% | 77%[activator] | 32% | 23% | 42%[59 µM] | -20% | -1
23% | COc1ccc(C(=O)NCc2cn3cccc(C)c3n2)cc1OC | -11% | 5% | 38% | 7% | 1% | -11% | -8% | 3
-14% | COc1ccc(N2CCN(C(CNC(=O)C(=O)NCCc3c[nH]c4ccccc34)c3ccco3)CC2)cc1 (stereo not drawn) | -1% | -1% | 32% | 7% | 1% | -21%[59 µM] | -22% | -5
1% | CC(C)C(=O)Nc1ccc2c(c1)nc(CCN1CCN(c3ccccn3)CC1)n2C | 11% | 1% | 71%[activator] | 5% | -13% | 5% | -19%[56.9 µM] | 8
-27% | CCn1cc(C(C)NC(=O)Nc2ccc3c(c2)OCO3)c(C)n1 (stereo not drawn) | 2% | -17% | 27% | -22% | -13%[57.1 µM] | -15% | -19% | 0
-1% | C/C(N)=C(/C#N)C(=O)CSc1nc2ccccc2n1CC(C)C | 10% | 7% | 35%[activator] | -15% | -10%[11.4 µM] | -1% | -5% | 2
-2% | CC1=C(C)CC(C(=O)Nc2ccc(C(=O)N3CCOCC3)cc2)C(C(=O)O)C1 (stereo not drawn) | 4% | 2% | -12% | -8% | -37% | x | -29% | -7
1% | COc1ccccc1CCC(=O)Nc1ccc(C)cc1Cl | -3% | 5% | 43% | 0% | 2% | -9%[59 µM] | -6% | 0
-18%[57.4 µM] | CCC(=O)NCC(c1cccs1)N1CCOCC1 (stereo not drawn) | -19% | x | 27% | x | -30% | u | 9% | -1
11% | CCC(C)NC(=O)C1CCN(S(=O)(=O)CC)CC1 (stereo not drawn) | -10% | x | 25% | -3% | -4% | -3%[59 µM] | -8% | 1
-9% | CC1O[C@@H](OC2C(O)C(C)O[C@H](OC(=O)[C@]34CCC(C)(C)C[C@H]3C3=CCC5[C@@]6(C)CC(O)C(O[C@@H]7OC(CO)C(O)[C@@H](O)[C@@H]7O)[C@@](C)(C(=O)O)C6CC[C@@]5(C)[C@]3(CO)CC4)C2O[C@H]2OC(C)[C@@H](O[C@@H]3OCC(O[C@@H]4OC(CO)C(O)[C@H](O)C4O)[C@@H](O)[C@@H]3O)[C@H](O)C2O)C(O)C(O)C1O (stereo partly drawn) | -3% | 0% | 39%[activator] | x | 1% | x | -17% | 0
13% | O=C(Nn1cnnc1)c1cccc(S(=O)(=O)N2CCOCC2)c1 | 11% | -5% | 30%[activator] | -25% | -30% | u | -9% | -16
-16% | CCN(C(=O)COC(=O)c1ccc([N+](=O)[O-])o1)C1CCCCC1 | -5% | 3% | 15% | x | -21% | x | 21% | -1
u | O=C(O)C1CCC(C(=O)O)O1 (stereo not drawn) | 5% | -1% | -11%[57 µM] | x | 45µM* | x | 5% | -2
-2% | COc1ccc(CCNC(=O)c2cc(=O)n(C)c(=O)n2C)cc1OC | -9% | 7% | 12% | -14% | -7% | 5%[59 µM] | -6% | 2
-1% | C/C(=N\NC(=O)c1cc(C(C)(C)C)[nH]n1)C12CC3CC(CC(C3)C1)C2 | u | 5% | -18% | -32% | u | 0% | u | 1
0% | Cc1cc(OCC(=O)Nc2ccc(S(=O)(=O)N3CCN(C)CC3)cc2)ccc1Br | 6% | -1% | u | -33% | u | -8% | 5% | -3
-8% | CCOc1ccc(Cl)cc1CSc1n[nH]c(CC)n1 | 3% | 0% | 51%[activator] | 5% | -5% | -4%[12.7 µM] | -5% | -8
-12% | Cc1ccnc(NC(=O)C23CC4CC(CC(C4)C2)C3)c1 | 1% | 11% | 17% | 6% | -2% | 5%[59 µM] | 12% | 0
u | O=C(CCC(=O)c1ccc(F)cc1)NN1C(=O)NC2(CCCCC2)C1=O | -3% | 3% | 2% | 12% | -14% | 21%[0.501 µM] | -29% | -1
0% | CCOc1ccc(NS(=O)(=O)c2cc(C(=O)N3CC(C)OC(C)C3)ccc2C)cc1 (stereo not drawn) | 3% | 2% | 12% | 9% | -11% | 16%[0.501 µM] | 2% | 6
-11% | CCOc1ccc(C(=O)NCCn2cc(SCC(=O)Nc3ccc4c(c3)OCCO4)c3ccccc32)cc1 | 14% | 0% | 7% | -28% | -21% | u | 1% | -2
-20% | O=S(=O)([O-])CCC[n+]1c(SCCCS(=O)(=O)O)sc2ccc(Cl)cc21 | 14% | x | 59%[activator] | u | 79µM* | 25µM* | u | -22
-9% | O=C(Cn1nnc2ccccc2c1=O)NCCc1ccc(Cl)cc1Cl | -4% | -7% | 28% | -5% | -9% | 13% | -15% | -1
420%[activator] | Cc1nc2ccccc2c(=O)n1/N=C/c1cc(Br)ccc1O | 43%[activator] | -4% | 54%[activator] | -6% | u | 38% | -1%[56.9 µM] | 4
-7% | CC(C)Cc1cc(C(=O)N2CCC(N3CCC(C(=O)NC4CC4)CC3)CC2)n[nH]1 | 1% | -7% | 14% | 0% | -18% | -5% | 4% | -3
u | CNC(=S)N/N=C/c1ccc(N2CCOCC2)s1 | 35%[activator] | -3% | -6% | u | u | 28µM* | -13% | 10
u | O=C1C(=O)N(Cc2cccnc2)C(c2cccc(Br)c2)/C1=C(/O)c1ccc2c(c1)OCO2 (stereo not drawn) | 18% | 1% | 19% | 14% | u | u | 28% | 0
7% | CC(=O)Nc1ccccc1NC(=O)c1ccc(C)c(C)c1 | -3% | -5% | 41%[activator] | -15% | 3% | -33% | -8% | -2
33%[activator] | Cc1cc(NC(=O)CSCC(=O)Nc2ccc(C)c(C)c2)no1 | -3% | -6% | 40%[activator] | 13% | -10% | 12%[59 µM] | 1% | -5
0% | Cc1ccc(CN(CC(=O)NCCc2ccccc2)C(=O)CCCC(=O)Nc2cc(C)on2)cc1 | 2% | -7% | 15% | 3% | -18% | 24%[59 µM] | 38% | 3
1% | CC(C)(C)c1ccc(-c2nc3[nH]c(=O)cc(NC(=O)c4ccco4)n3n2)cc1 | 0% | 3% | 26% | -14% | -16% | 17% | -12% | 4
-22% | COc1ccc(N(CC(=O)NCCSCc2ccco2)S(=O)(=O)c2ccc(C)cc2)cc1 | -9% | -2% | 48% | -34% | -14% | x | -23% | 6
20% | Nc1cc(N)nc(SCC(=O)Nc2cccc(S(=O)(=O)N3CCCCC3)c2)n1 | -2% | -11% | 21% | 3% | -19% | -10%[59 µM] | 0% | -1
-5% | COc1cccc(CC(=O)Nc2sc3c(c2C(N)=O)CCCC3)c1 | -10% | -7% | 21% | -13% | -3% | 40µM* | -23% | 6
1% | Cc1cc(NC(=O)COC(=O)c2cc(S(=O)(=O)N3CCOCC3)ccc2N2CCCCC2)no1 | 0% | -1% | 5% | 4% | -17% | -24%[59 µM] | 1% | -2
0% | CCn1nnnc1SCC(=O)Nc1ccc2c(c1)OCO2 | -6% | -11% | 37%[activator] | 7% | 10% | -4%[59 µM] | -3% | -6
-9% | Cc1cc(C)cc(OCC(=O)NCC2(N(C)C)CCCCC2)c1 | 16% | 3% | 34%[activator] | -7% | -7% | -27%[59 µM] | 46% | -1
0% | CCN1CCN(C(=S)Nc2ccc3nc(N4CCN(CC)CC4)cc(C)c3c2)CC1 | 26% | 2% | 13% | -4% | -25% | 20µM* | -49% | -5
2.5µM* | C#CCOCCOCCOCCNc1nc(N2CCN(C(=O)Cn3cc(CCCCN)nn3)CC2)nc(N2CCN(C(=O)Cn3cc(CCCN=C(N)N)nn3)CC2)n1 | 2% | -4% | 29% | 8% | -16% | 4%[2.33 µM] | 12% | -2
-6% | Cc1cnc(NC(=O)CN2CCN(c3ccccn3)CC2)s1 | -2% | -3% | 10% | -3% | 4% | x | -15% | 4
u | COC(=O)C1=NNC(C(=O)c2ccco2)C1c1ccccc1 (stereo not drawn) | 2% | 1% | 32% | -5% | -28% | u | -36%[56.9 µM] | -5
5% | Cc1ccc(CSc2cc(C)[nH]c(=O)n2)cc1 | -4% | 0% | 5%[57 µM] | 50µM* | -28% | 3% | 0% | 0
7%&53% | O=C(c1ccccc1)c1ccccc1C(=O)c1ccccc1 | 6%&11% | -8%&8% | 24%&43% | 9%&-4% | 3%&19% | 14%[0.501 µM] | 9%&-1% | -3&1
u | NS(=O)(=O)c1cccc(NC(=O)COC(=O)c2cc([N+](=O)[O-])ccc2N2CCCC2)c1 | -18% | -5% | -8% | x | -32% | x | -18% | -9

These rows are one share of the data; the hit share may differ from the screen's.
